# ERAP1 HTS inh: ERAP1 (human) enzyme inhibition. Q9NZ08. recombinant ERAP1, Leu-AMC fluorescence, 60 min. inhibition, % at 10.7 µM. actives 0.15% (n = 340,000). AID 652197;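 active means mean replicate inhibition of at least 30%, or all replicates individually reaching that 30% level; inactive means mean below 30% and not every replicate reaching it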;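 further: 0% = neutral control wells and 100% = L-leucinethiol positive control wells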
# Target sequence (Q9NZ08 whole entry, looked up): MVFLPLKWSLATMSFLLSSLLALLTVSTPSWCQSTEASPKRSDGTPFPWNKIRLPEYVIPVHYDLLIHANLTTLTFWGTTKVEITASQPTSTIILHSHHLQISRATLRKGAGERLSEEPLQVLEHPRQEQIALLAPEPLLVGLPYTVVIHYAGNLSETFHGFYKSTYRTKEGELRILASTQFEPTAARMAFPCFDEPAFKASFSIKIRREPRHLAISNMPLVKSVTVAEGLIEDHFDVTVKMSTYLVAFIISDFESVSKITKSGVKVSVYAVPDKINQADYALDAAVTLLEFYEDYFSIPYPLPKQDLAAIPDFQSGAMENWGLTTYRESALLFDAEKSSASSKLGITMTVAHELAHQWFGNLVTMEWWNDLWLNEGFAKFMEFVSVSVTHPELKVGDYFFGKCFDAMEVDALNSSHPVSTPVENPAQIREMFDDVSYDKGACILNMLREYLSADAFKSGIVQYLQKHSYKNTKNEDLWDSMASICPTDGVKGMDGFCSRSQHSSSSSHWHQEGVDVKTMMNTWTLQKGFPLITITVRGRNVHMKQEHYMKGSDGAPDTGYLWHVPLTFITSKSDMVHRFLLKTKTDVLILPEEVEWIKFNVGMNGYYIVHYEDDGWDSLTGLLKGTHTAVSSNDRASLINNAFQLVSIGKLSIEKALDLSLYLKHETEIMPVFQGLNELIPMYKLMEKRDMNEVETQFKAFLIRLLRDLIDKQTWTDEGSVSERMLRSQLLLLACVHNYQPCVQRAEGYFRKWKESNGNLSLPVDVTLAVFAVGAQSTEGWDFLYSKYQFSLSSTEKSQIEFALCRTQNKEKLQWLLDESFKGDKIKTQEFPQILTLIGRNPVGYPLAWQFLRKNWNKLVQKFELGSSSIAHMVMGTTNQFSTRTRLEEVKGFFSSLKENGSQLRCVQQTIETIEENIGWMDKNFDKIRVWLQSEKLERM
# PGC1a acetyl inh: modulators of PGC1a acetylation; U2OS PGC1a acetylation, AlphaScreen anti-acetyl-lysine; with virally co-expressed GCN5 acetyltransferase; inhibition, % at 15.6 µM; actives 0.17% (n = 350,000);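 active means every replicate shows inhibition of at least 40%; inconclusive means mean inhibition at least 40% but some replicate below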;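 further: 0% = neutral control wells and 100% = positive control wells; some results beyond the cut were filed as inactive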
# RAD52 inh: inhibitors of human RAD52 DNA annealing. actives 0.46% (n = 360,000). P43351. inhibition, % at 18.7 µM. recombinant RAD52 DNA annealing, FRET fluorescence;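 active means every replicate showing at least 50% inhibition; inconclusive means mean inhibition at least 50% but not in every replicate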
# miR-122 sensor: blocks miR-122 activity in Huh7 sensor cells. actives 0.3% (n = 340,000). activation (reporter increase), % at 12.5 µM. Huh7 miR-122 Renilla luciferase sensor, 48 h; neutral wells = 0, positive control = 100;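 active means mean replicate activation score at least 90 and every replicate individually at or above 90; inconclusive means only one of the two criteria met; inactive means neither criterion met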;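 further: higher luciferase means less miR-122 activity so hits act as miR-122 inhibitors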
# E-sel inducer: induces E-selectin expression in human endothelial cells | activation, % at 7.58 µM | HUVEC E-selectin immunofluorescence imaging; normalized: neutral wells 0, TNF-alpha wells 100 | actives 0.37% (n = 260,000) | P16581;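 active means mean E-selectin-positive cell signal at least 10% of the positive control, reached in at least 60% of replicates, without over 20% cell loss; inconclusive means no rule given, readout overlaps actives, possibly toxicity-flagged; inactive means the rest, including those meeting only one limit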;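 further: in these data hits start at about 27%; measured in HUVEC primary endothelial cells; signal is the percent of cells scored E-selectin positive by PE staining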
#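 Material: HUVEC primary endothelial cells; Amount: 3,000 cells per well; Dosing: single concentration; Medium: EGM-2 growth medium on 0.1% gelatin-coated wells; Read-out basis: percent E-selectin-positive cells; Signal: immunofluorescence imaging; Control set: TNF-alpha, DMSO.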
# RAD54 branch: RAD54 (human) branch migration inhibition; RAD54 Holliday junction branch migration, FAM/BHQ fluorescence; AID 602329; inhibition, % at 10.4 µM; actives 0.14% (n = 360,000); Q92698;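 active means mean normalized replicate activity at least 40 and at least half of replicates scoring 40 or more; inconclusive means only one of the two criteria met; inactive means mean below 40 and under half of replicates reaching 40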;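 further: 0% = median of neutral control wells and 100% = median of positive control wells; inhibitors cause a drop in the FAM fluorescence signal; in these data hits start at about 50%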
# Cneo AK release: Cryptococcus neoformans lysis via adenylate kinase release | lysis activity, % at 15 µM | AID 651654 | actives 0.2% (n = 360,000) | C. neoformans lysis, adenylate kinase release luminescence, 4 h; normalised: neutral wells 0, clomiphene wells 100;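 active means mean lysis activity across replicates of at least 80%, whatever share of replicates individually reach that level; inactive means mean lysis activity below 80%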
#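 read-out = cell lysis signal | test system = log-phase Cryptococcus neoformans yeast cells | input = cells at 5 × 10^6 per mL | medium = fresh YPD growth medium | signal = luminescent adenylate kinase detection reagent | timing = 4 h at 37 °C static, read 1 h later | dosing = single dose | controls = Clomiphene as positive lysis control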
# PglD inh: PglD (C. jejuni) enzyme inhibition; actives 0.098% (n = 360,000); purified PglD enzyme, DTNB colorimetric CoA detection; inhibition, % at 12.5 µM; in the data active means inhibition above about 16%, passing the limit was not always enough; inconclusive means no clear call, values can overlap the other calls; further: strong numbers were not always called active
# Numbers without * were called inactive; u = inconclusive; x = not tested or not shown; & = joins results of further samples; [ ] = dose if it differs, or a comment.
# Below each compound – ERAP1 HTS inh	PGC1a acetyl inh	RAD52 inh	miR-122 sensor	E-sel inducer	RAD54 branch	Cneo AK release	PglD inh
- NC(=O)C1=C[C@@H](c2coc3ccccc3c2=O)C[C@@H](OCc2ccc(CO)cc2)O1
    -0.3	21.7	-3.9	1.4	-0.2	-0.5	-2.6	0.2
- CCC(=O)N1C[C@H](C)[C@@H](OC)CN(C)C(=O)c2ccc(NC(=O)Nc3cccc(F)c3)cc2OC[C@H]1C
    -1.8	18.3	-3.1	-4.1[16.7 µM]	-0.1	-6.4	-8.3	-0.5
- COc1cc2c(cc1OC)CN(c1ccc(C(F)(F)F)cn1)CC2
    -6.1	x	-21.9	x	x	3.9	-12.2	-1.0
- C[C@H]1CN([C@@H](C)CO)C(=O)Cc2cc(NC(=O)Nc3ccccc3)ccc2O[C@@H]1CN(C)S(=O)(=O)c1ccc(Cl)cc1
    0.1	0.0	-3.6	0.5[16.7 µM]	u	3.8	5.5	-0.3
- CCNc1nc(SC(C)C(=O)OC)nc(N2CCOCC2)n1 (configuration not stated)
    x	2.7	x	-2.0	x	-2.2	0.0	2.2
- CSc1nc(C)c2c(n1)N(c1ccc(O)cc1)CC2
    13.1	2.3	-3.6	-5.1	x	4.3	-4.2	-3.4
- COc1ccc(CC(C)N2CCN(c3ccccc3OC)CC2)cc1OC (configuration not stated)
    x	-17.9	x	-3.1	x	11.2	1.4	10.8
- O=C(COC(=O)Cc1c(F)cccc1Cl)NCCC1=CCCCC1
    x	x	x	-0.5	x	-2.8	1.5	0.4
- CCOc1ccc(NC(=O)c2ccccc2OCC(=O)c2ccccc2)cc1
    x	-16.8	x	2.9	x	15.2	-1.7	-4.0
- Cc1csc(SCC(=O)Nc2cc(S(=O)(=O)N3CCCC3)ccc2Cl)n1
    x	-2.2	x	4.6	x	1.2	0.4	3.1
- CC1CCN(S(=O)(=O)N2CCC(C(=O)O)CC2)CC1
    x	-9.6	x	6.7	x	7.1	-0.6	-2.6
- Cc1noc(C)c1NC(=O)Nc1ccc2c(c1)C(=O)N([C@@H](C)CO)C[C@H](C)[C@H](CN(C)C(=O)Nc1ccccc1)OCCCC[C@H](C)O2
    -1.0	4.3	-0.8	-2.9[16.7 µM]	-0.3	0.6	-2.8	0.9
- O=C(C=Cc1ccccc1)c1c[nH]c2ccccc2c1=O
    0.0	29.2	-20.8	41.4	-0.6	-3.8	-0.6	-5.8
- COc1ccc(-c2csc(Nc3ccc(S(=O)(=O)Nc4cc(OC)nc(OC)n4)cc3)n2)cc1
    x	-1.9	x	8.1	x	-7.5	0.7	-3.7
- N#C[C@H]1[C@@H](c2ccccc2C2=CCCCC2)[C@H](CO)N1C(=O)c1cccc(F)c1
    0.8	-0.2	6.5	x	0.0	x	x	x

# The list continues.
# Below each compound – ERAP1 HTS inh	PGC1a acetyl inh	RAD52 inh	miR-122 sensor	E-sel inducer	RAD54 branch	Cneo AK release	PglD inh
- COc1ccc(NC(=S)N(CCC(C)C)C2CCN(C(C)C)CC2)cc1Cl
    1.1	-9.4	-8.1	-3.3	0.0	13.3	2.4	-3.7
- C[C@@]12C(=O)N(Cc3ccccc3)CC(=O)N1[C@H]1c3ccccc3OC[C@@H]1[C@@H]2c1ccccc1
    -2.0	x	-46.9	-8.6	x	6.2	-1.0	4.3
- Cc1nn(C)c(C(=O)N/N=C/c2cccc(Oc3ccccc3)c2)c1Br
    -4.8	x	-1.6	4.2	-0.2	-6.8	-7.8	-4.6
- Cc1cc(N2CCOCC2)nc2ccc(NC(=O)CCC(=O)N3CCN(c4ccc(F)cc4)CC3)cc12
    -1.2	x	-4.8	-7.3	x	-2.2	-0.6	-2.6
- COc1cccc(C(=O)C2CCCN(C/C=C/c3ccccc3OC)C2)c1 (configuration not stated)
    -0.9	-9.8	-31.8	-4.1	x	-8.4	1.3	0.9
- O=C(Nc1ccc(F)cc1F)c1c(C(F)(F)F)ccnc1Oc1cccc(C(F)(F)F)c1
    x	-20.6	-10.8	0.9	0.6	1.8	-2.9	10.4
- C=Cn1cc[n+](CC(=O)c2ccc(OC)cc2)c1
    -0.4	-1.7	7.1	-7.6	-0.1	1.0	2.3	0.6
- COc1cccc(OC)c1C(=O)OCC(=O)N(C)c1ccccc1
    0.2	x	11.1	-4.8	0.1	-4.0	-3.4	-2.1
- CO[C@H]1CN(C)C(=O)c2ccc(NC(=O)C3CCC3)cc2OC[C@H](C)N(CC2CCCCC2)C[C@@H]1C
    0.4&-3.1	-13.8	5.5&-12.7	x	-0.1&-0.3	x	x	x
- Cc1cc(C)nc(SSc2nc(C)cc(C)n2)n1
    3.8	-7.1	-3.5	-4.4	0.3	-6.6	-1.6	13.1
- O=C(C[C@@H]1CC[C@H]2[C@@H](COC[C@H](O)CN2Cc2ccncc2)O1)NCc1ccncc1
    -1.5	-5.4	-10.8	7.7[16.7 µM]	0.2	-5.7	-2.0	-1.8
- O=C(O)c1ccc2c(=O)n3c(nc2c1)/C(=C/c1ccc(OC(F)F)cc1OC(F)F)CC3
    0.4	2.3	-4.2	-10.6	-0.1	-9.5	-2.6	-4.6
- O=C(c1cnccn1)N1CC(=O)N2[C@@H](CO)[C@H](c3ccc(-c4cccc(F)c4)cc3)[C@@H]2C1
    -2.6	-0.1	0.4	x	0.3	x	x	x
- CCCNC(=O)N1C[C@H](C)[C@H](OC)CN(C)C(=O)c2ccc(NS(C)(=O)=O)cc2OC[C@H]1C
    1.2	2.5	-18.2	23.8[16.7 µM]	0.0	5.5	0.1	1.8
- Cc1cnc(C(=O)OCc2ccc(C#N)cc2)cn1
    -0.4	x	-11.4	x	x	-16.9	0.9	-1.1

# Remaining list, next part:
# Below each compound – ERAP1 HTS inh	PGC1a acetyl inh	RAD52 inh	miR-122 sensor	E-sel inducer	RAD54 branch	Cneo AK release	PglD inh
- O=C(Cc1c(F)cccc1Cl)Nc1cccnc1
    0.9	-2.4	-9.3	x	x	6.0	1.8	-2.9
- c1ccc2oc(-c3ccc4nc[nH]c4c3)nc2c1
    x	-2.6	x	4.1	x	12.2	-10.5	0.5
- COc1ccc(NC(=O)COC(=O)c2ccc3c(c2)OCCO3)cc1OC
    1.8	10.1	-9.5	x	-0.1	-1.3	1.4	-6.3
- COCC#Cc1cnc2c(c1)C(=O)N([C@@H](C)CO)C[C@H](C)[C@H](CN(C)Cc1ccccc1)O2
    0.0	14.3	-0.6	3.2[16.7 µM]	-0.3	-2.6	1.0	-1.7
- CCOC(=O)C1=C(C)NC(=O)N(C(C)=O)C1c1ccc(Cl)cc1 (configuration not stated)
    x	-5.1	x	0.2	x	13.7	4.5	3.0
- O=C(NOC(=O)c1ccccc1F)c1ccc(OC(F)F)cc1
    -0.7	0.4	-9.8	-2.3	x	-3.7	7.4	1.9
- O=C(CCN1C(=O)/C(=C\c2cccs2)SC1=S)Nc1ccc(C(=O)O)cc1
    -11.9	x	-154.7	x	1.4	-6.9	0.4	-4.7
- C[C@@H](NC(=O)Cn1cnc2c(OCc3ccccc3)ncnc21)c1cccc2ccccc12
    x	-2.6	-0.3	-7.3	0.6	-4.4	0.4	-3.8
- CC1(OC(=O)CCc2ccccc2)C(=O)C=C2C=C(c3ccc(C#N)cc3)N(C3CCCC3)C=C2C1=O (configuration not stated)
    x	9.6	-16.7	-6.6	0.4	4.3	-0.2	-5.8
- CC1(c2nnc(-c3ccc(F)cc3)o2)CC(c2ccccc2)=NO1 (configuration not stated)
    x	x	x	1.7	0.3	-1.4	0.9	-2.8
- O=C1NC(=O)C(c2cccs2)(c2cccs2)N1
    3.7	2.8	-2.8	0.6	0.2	1.4	0.8	-4.5
- COc1cc(/C=N/NC(=O)c2nc(-c3ccccc3)n(-c3ccccc3)n2)ccc1O
    x	-6.2	x	-3.7	-0.1	-3.0	-5.5	-5.0
- CO[C@H]1CN(C)C(=O)c2ccc(NC(=O)Nc3ccccc3)cc2OC[C@@H](C)N(C(=O)CN(C)C)C[C@H]1C
    2.4	1.9	20.2	-12.4[16.7 µM]	0.2	10.7	2.0	1.8
- O=C(CCCN1C(=O)c2ccccc2C1=O)Nc1ccc(S(=O)(=O)N2CCOCC2)cc1
    x	x	x	-6.8	x	4.2	-4.5	-5.0
- COCC(=O)Nc1ccc2c(c1)C(=O)N(C)C[C@H](OC)[C@@H](C)CN(C(=O)c1ccncc1)[C@H](C)CO2
    -1.9	4.1	-6.0	-4.2[16.7 µM]	0.3	4.4	-2.3	2.3
- COCCn1c(SCC(=O)OCc2ccccc2)nc2c1c(=O)[nH]c(=O)n2C
    7.5	-0.4	-0.9	0.1	0.8	-0.5	0.8	-0.6
- COc1cccc(CN2CCC3(CC2)CN(C(=O)C2CC2)[C@H](CO)c2c3c3ccc(OC)cc3n2C)c1
    4.1	4.4	17.6	x	1.6	x	x	x
- NS(=O)(=O)c1ccc(NC(=O)CN2C(=O)C3C4C=CC(C4)C3C2=O)cc1 (configuration not stated)
    -3.2	5.8	-7.2	-6.8	0.5	3.6	-1.3	-10.0

# 12 compounds already listed, arranged by molar mass, falling:
# Below each compound – ERAP1 HTS inh	PGC1a acetyl inh	RAD52 inh	miR-122 sensor	E-sel inducer	RAD54 branch	Cneo AK release	PglD inh
- COc1cccc(CN2CCC3(CC2)CN(C(=O)C2CC2)[C@H](CO)c2c3c3ccc(OC)cc3n2C)c1
    4.1	4.4	17.6	x	1.6	x	x	x
- COCC(=O)Nc1ccc2c(c1)C(=O)N(C)C[C@H](OC)[C@@H](C)CN(C(=O)c1ccncc1)[C@H](C)CO2
    -1.9	4.1	-6.0	-4.2[16.7 µM]	0.3	4.4	-2.3	2.3
- CC1(OC(=O)CCc2ccccc2)C(=O)C=C2C=C(c3ccc(C#N)cc3)N(C3CCCC3)C=C2C1=O (configuration not stated)
    x	9.6	-16.7	-6.6	0.4	4.3	-0.2	-5.8
- COCC#Cc1cnc2c(c1)C(=O)N([C@@H](C)CO)C[C@H](C)[C@H](CN(C)Cc1ccccc1)O2
    0.0	14.3	-0.6	3.2[16.7 µM]	-0.3	-2.6	1.0	-1.7
- C[C@@H](NC(=O)Cn1cnc2c(OCc3ccccc3)ncnc21)c1cccc2ccccc12
    x	-2.6	-0.3	-7.3	0.6	-4.4	0.4	-3.8
- O=C(CCN1C(=O)/C(=C\c2cccs2)SC1=S)Nc1ccc(C(=O)O)cc1
    -11.9	x	-154.7	x	1.4	-6.9	0.4	-4.7
- COc1cc(/C=N/NC(=O)c2nc(-c3ccccc3)n(-c3ccccc3)n2)ccc1O
    x	-6.2	x	-3.7	-0.1	-3.0	-5.5	-5.0
- COc1ccc(NC(=O)COC(=O)c2ccc3c(c2)OCCO3)cc1OC
    1.8	10.1	-9.5	x	-0.1	-1.3	1.4	-6.3
- CCOC(=O)C1=C(C)NC(=O)N(C(C)=O)C1c1ccc(Cl)cc1 (configuration not stated)
    x	-5.1	x	0.2	x	13.7	4.5	3.0
- O=C(NOC(=O)c1ccccc1F)c1ccc(OC(F)F)cc1
    -0.7	0.4	-9.8	-2.3	x	-3.7	7.4	1.9
- O=C(Cc1c(F)cccc1Cl)Nc1cccnc1
    0.9	-2.4	-9.3	x	x	6.0	1.8	-2.9
- c1ccc2oc(-c3ccc4nc[nH]c4c3)nc2c1
    x	-2.6	x	4.1	x	12.2	-10.5	0.5

# High-throughput results: PubChem BioAssay, Broad Institute
